# Rv3671c inh – inhibitors of M. tuberculosis serine protease Rv3671c; P9WHR9; inhibition, % at 5.96 µM; hit rate 0.048% among 320,000; AID 2606; in the data active means inhibition above about 38%;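 further: extracellular domain of Rv3671c used as enzyme; 0% = enzyme with DMSO and 100% = no enzyme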
# Mtb UGM inh – Mtb UDP-galactopyranose mutase inhibition; purified UGM, fluorescence polarization probe displacement; hit rate 0.06% among 320,000; inhibition, % at 10 µM; P9WIQ1; in the data active means inhibition above about 10%, passing the limit was not always enough
# Target sequence (P9WIQ1 whole entry, looked up): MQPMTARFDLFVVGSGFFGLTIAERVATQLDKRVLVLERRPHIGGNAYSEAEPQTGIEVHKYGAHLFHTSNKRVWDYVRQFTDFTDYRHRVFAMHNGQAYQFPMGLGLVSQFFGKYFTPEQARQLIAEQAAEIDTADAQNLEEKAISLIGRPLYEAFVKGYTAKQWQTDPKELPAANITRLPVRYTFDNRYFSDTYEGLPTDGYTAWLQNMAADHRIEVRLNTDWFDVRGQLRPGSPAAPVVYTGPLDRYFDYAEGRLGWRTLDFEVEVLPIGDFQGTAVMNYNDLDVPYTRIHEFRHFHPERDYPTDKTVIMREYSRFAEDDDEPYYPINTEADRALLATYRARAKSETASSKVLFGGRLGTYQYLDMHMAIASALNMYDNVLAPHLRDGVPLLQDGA
# VHR inh abs – inhibitors of human VHR1 phosphatase (DUSP3). P51452. recombinant VHR phosphatase, pNPP absorbance. inhibition, % at 13.3 µM. hit rate 0.52% among 290,000; in the data active means inhibition above about 50%; further: some compounds called inactive have numbers as strong as hits
# GDH-TPI inh – inhibits GDH-TPI coupling enzymes, artifact for Mtb FBA screen; inhibition, % at 4.8 µM; hit rate 1.2% among 360,000; GDH-TPI coupled enzyme counterscreen, NADH absorbance; in the data active means inhibition above about 30%;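 further: 0% = DMSO wells and 100% = wells lacking the enzyme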
# MazF activator – increases E. coli MazEF RNase cleavage of RNA; P0AE70; FAM/BHQ RNA-DNA oligo cleavage fluorescence, 5 h; activation, % at 20 µM; hit rate 0.32% among 350,000; AID 504720; in the data active means activation above about 50%
# Target sequence (P0AE70 whole entry, looked up): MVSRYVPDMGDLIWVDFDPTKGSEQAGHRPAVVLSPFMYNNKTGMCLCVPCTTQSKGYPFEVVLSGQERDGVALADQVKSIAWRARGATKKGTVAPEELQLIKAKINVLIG
# FBA Mtb inh – inhibits M. tuberculosis FBA enzyme | P9WQA3 | purified M. tuberculosis FBA, fluorescence read-out | inhibition, % at 1 µM | hit rate 2.3% among 360,000; in the data active means inhibition above about 27%;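 further: 0% = vehicle and 100% = reference inhibitor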
# Target sequence (P9WQA3 whole entry, looked up): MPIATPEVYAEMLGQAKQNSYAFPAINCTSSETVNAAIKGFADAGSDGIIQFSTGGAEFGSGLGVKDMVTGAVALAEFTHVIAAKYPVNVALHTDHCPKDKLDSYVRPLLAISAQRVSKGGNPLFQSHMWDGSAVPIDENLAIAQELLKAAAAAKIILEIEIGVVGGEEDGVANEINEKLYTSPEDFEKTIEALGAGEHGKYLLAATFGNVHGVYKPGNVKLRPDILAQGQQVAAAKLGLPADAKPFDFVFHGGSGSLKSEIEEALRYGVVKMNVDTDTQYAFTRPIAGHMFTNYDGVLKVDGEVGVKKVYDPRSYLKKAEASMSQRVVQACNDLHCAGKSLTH
# BH1578 lux ind – quorum light induction in luxS cqsA deficient V. cholerae | activation, % at 18.7 µM | AID 588436 | hit rate 0.16% among 350,000 | V. cholerae BH1578 lux reporter, luminescence, 6 h; in the data active means activation mostly above about 9.7%, no sharp cut-off; further: not every result past the cut was called active; inactives centre near 0; reference of the scale not given here
# 3CLpro inhibitor – SARS-CoV 3CLpro protease inhibition | recombinant SARS-CoV 3CLpro, quenched FRET peptide cleavage | AID 1706 | hit rate 0.14% among 290,000 | P0C6X7 | inhibition, % at 6 µM; in the data active means inhibition above about 12%
# SSB-PriA inh – blocks PriA binding to SSB C-terminal tail; AlphaScreen SSBct-PriA binding, biotinylated peptide; hit rate 0.6% among 430,000; AID 1272365; inhibition, % at 33 µM; in the data active means inhibition mostly above about 37%, no sharp cut-off; inactive means mostly below about 20%;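 further: plate controls were negative control peptide for no effect and reference peptide for full effect; strong numbers were not always called active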
# BioA inh – blocks M. tuberculosis BioA enzyme activity | purified M. tuberculosis BioA enzyme, plate reader | inhibition, % at 9.99 µM | hit rate 0.096% among 360,000 | AID 602481; in the data active means inhibition above about 40%
# * hit, by the source's call; i = inactive; x = not tested or not shown. An excerpt. The share of hits here may be higher or lower than overall.
molecule | Rv3671c inh | Mtb UGM inh | VHR inh abs | GDH-TPI inh | MazF activator | FBA Mtb inh | BH1578 lux ind | 3CLpro inhibitor | SSB-PriA inh | BioA inh
O=C(c1ccc(N2CCCCS2(=O)=O)cc1)N1CCN(c2ccc(N3CCOCC3)nn2)CC1 | -4 | -1.0 | -10 | 6 | 9 | 21 | -0.2 | 10 | -5 | 0.0
CCCCN(CC)Cc1c(C)[nH]c2ccccc2c1=O | -4 | 1.4 | -2 | -15 | -1 | -2 | -1.3 | 2 | -10 | 0.3
CC(=O)O[C@@H]1C[C@H]2C(C)(C)C(=O)C=C[C@]2(C)[C@H]2CC[C@@]3(C)[C@H](c4ccoc4)OC(=O)[C@H]4O[C@]43[C@@]21C | -10 | -2.4 | -3 | 3 | 2 | 3 | -10 | 0 | 6 | -0.2
CC1CCCC(NCC(=O)Nc2ccc(C(N)=O)cc2)C1C (centres undefined) | 3 | 0.0 | 19 | -6 | 5 | 0 | 2.9 | -2 | 6 | x
NNC(=O)c1ccc(CN2CCCCC2)o1 | 1 | 1.8 | 12 | 3 | 3 | -4 | -2.5 | 1 | 5 | x
CC(=O)Nc1ccc(NC(=O)c2cc(-c3ccccc3)nc3ccccc23)cc1 | x | -0.4 | 8 | -7 | 7 | -4 | -0.7 | 4 | 2 | 0.8
CCOC(=O)N1CCc2c(sc(NC(=O)c3ccc(Cl)s3)c2C(N)=O)C1 | -32 | 2.0 | -1 | x | x | x | x | 2 | x | x
CCN(CC)C(=O)C[n+]1ccc(C(N)=O)cc1 | 4 | -2.8 | -16 | -3 | 0 | 0 | i | 1 | 7 | -0.2
Cc1ccc(OCC(COCc2ccccc2)NC(C)C)cc1 (centres undefined) | 3 | 0.1 | x | 9 | 10 | 2 | i | x | -18 | -1.1
COc1ccc(Cn2c(=O)[nH]c3cc(C(=O)NCc4ccc5c(c4)OCO5)ccc3c2=O)cc1 | -6 | -1.0 | x | 4 | 182* | 0 | -0.2 | 4 | 8 | -0.9
CC1Cc2cc(-c3csc(N)n3)ccc2O1 (centres undefined) | 1 | 1.1 | 61 | 11 | 9 | 0 | -0.2 | -1 | 10 | -0.2
CCOc1ccc2nc(SCC(=O)Nc3ccc4c(c3)OCO4)sc2c1 | 1 | 1.4 | 37 | 8 | 4 | 1 | -0.4 | -2 | -7 | x
O=C(NCC1CCCO1)c1cnn2c1NC(c1ccccc1)CC2C(F)(F)F (centres undefined) | -3 | 0.3 | 14 | 9 | 10 | 0 | -12 | 2 | -9 | 15
Oc1ccc(-c2csc(Nc3ccccn3)n2)cc1O | -7 | -1.1 | 29 | 16 | 10 | 0 | -0.4 | 7 | 19 | -0.5
CCN(CC(=O)Nc1c(F)cccc1F)C(=O)c1cccc(S(=O)(=O)N2CCc3ccccc3C2)c1 | -6 | -0.7 | x | 2 | -2 | -1 | i | x | -4 | x
Cc1ccc(NC(=O)COC(=O)c2ccco2)cc1 | 1 | -0.8 | -23 | -5 | 7 | 2 | 0.7 | -2 | -4 | x
CCOC(=O)C1=C(CCc2ccccc2)NC(=O)NC1c1ccc2ccccc2c1 (centres undefined) | -8 | 0.7 | -18 | 7 | -6 | 0 | i | 3 | -2 | -0.1
Cc1cccc(C)c1NC(=O)NS(=O)(=O)c1ccccc1 | x | x | x | 2 | -2 | 5 | -2.9 | x | x | x
CC(=O)Nc1cccc2c1Cc1cc([N+](=O)[O-])ccc1-2 | x | x | x | 40* | 9 | 1 | -1.0 | x | -9 | x
CC(C)Sc1ncnc2c1cnn2-c1ccccc1 | -2 | -1.6 | 12 | 6 | 6 | 1 | -0.3 | -5 | -78 | 1.4
CC(=O)O[C@H]1CC(=O)OC(C)(C)C2CC(=O)[C@]3(C)C(CC[C@@](C)([C@@H](O[C@@H]4O[C@H](CO)[C@@H](O)[C@H](O)[C@H]4O)c4ccoc4)[C@@]34O[C@@H]4C(=O)O)[C@]21C (some centres undefined) | -4 | 2.6 | x | 6 | 14 | 1 | -0.4 | x | -16 | 0.3
Cc1ccc(/C=C2\CCC3=C2OC(N)=C(C#N)C3c2ccc(C)cc2)cc1 (centres undefined) | -5 | 4.0 | -5 | 10 | -219 | 7 | -3.2 | 9 | -9 | -0.9
O=S(=O)(c1ccc(Cl)s1)N1CCN(Cc2ccccc2)CC1 | 3 | -1.2 | 1 | -5 | 0 | 5 | 3.4 | 2 | 5 | -1.1
CN(C(=O)c1ccccn1)c1nnc(-c2ccccn2)s1 | 1 | 2.2 | 1 | 1 | -5 | 32* | i | -3 | -9 | -2.9
CCOC(=O)c1c(C)oc2c1c(C(c1cccnc1)N1CCCCC1)c(O)c1ccccc12 (centres undefined) | -5 | -3.0 | 23 | 6 | -2 | 0 | i | 0 | 8 | x
COc1ccc(CNC(=O)CN2C(=O)c3ccc([N+](=O)[O-])cc3C2=O)cc1 | 1 | -0.7 | -40 | 12 | 6 | -2 | -0.6 | 1 | 0 | -2.0
CN(C)c1ccc(S(=O)(=O)N(C)C)cc1[N+](=O)[O-] | -7 | -0.7 | -14 | -2 | 1 | -1 | -0.2 | 0 | -23 | x
CC(C)[C@H](Nc1ncnc2c1oc1ccccc12)C(=O)O | 2 | 1.0 | 13 | -7 | 9 | -1 | -0.3 | -3 | -19 | 1.1
Cc1nn(C)c(Oc2cccc(Cl)c2)c1C=O | -3 | 1.6 | 14 | 5 | 0 | -1 | -0.3 | 2 | -10 | -3.3
CC(=O)Nc1ccc(-c2ccnc3c2CC(C(=O)NCC2CCOCC2)O3)cc1 (centres undefined) | x | x | x | 1 | x | 7 | i | x | x | 0.1

# Profiles as entered above. Order of values: Rv3671c inh | Mtb UGM inh | VHR inh abs | GDH-TPI inh | MazF activator | FBA Mtb inh | BH1578 lux ind | 3CLpro inhibitor | SSB-PriA inh | BioA inh
# Listed for CN(C)c1ccc(S(=O)(=O)N(C)C)cc1[N+](=O)[O-] : -7 | -0.7 | -14 | -2 | 1 | -1 | -0.2 | 0 | -23 | x
# Listed for CCN(CC(=O)Nc1c(F)cccc1F)C(=O)c1cccc(S(=O)(=O)N2CCc3ccccc3C2)c1 : -6 | -0.7 | x | 2 | -2 | -1 | i | x | -4 | x
# Listed for CCN(CC)C(=O)C[n+]1ccc(C(N)=O)cc1 : 4 | -2.8 | -16 | -3 | 0 | 0 | i | 1 | 7 | -0.2
# Listed for CC1Cc2cc(-c3csc(N)n3)ccc2O1 (centres undefined) : 1 | 1.1 | 61 | 11 | 9 | 0 | -0.2 | -1 | 10 | -0.2
# Listed for O=C(c1ccc(N2CCCCS2(=O)=O)cc1)N1CCN(c2ccc(N3CCOCC3)nn2)CC1 : -4 | -1.0 | -10 | 6 | 9 | 21 | -0.2 | 10 | -5 | 0.0

# More structures follow.
SMILES	Rv3671c inh	Mtb UGM inh	VHR inh abs	GDH-TPI inh	MazF activator	FBA Mtb inh	BH1578 lux ind	3CLpro inhibitor	SSB-PriA inh	BioA inh
COc1ccccc1C(=O)NCC(=O)NCc1cc(=O)n(C)c(=O)n1C	2	-0.7	-4	-11	3	0	0.4	-7	2	0.1
Cc1ccsc1/C=C1\CCc2ccccc2C1=O	-6	-1.8	14	25	-4	0	i	4	-33	x
O=C(O)c1ccc(N=NNc2cccc([N+](=O)[O-])c2)cc1	1	-0.8	18	25	3	2	0.1	-1	17	-1.2
Cc1ccc(N=Nc2c(O)[nH]c(=O)[nH]c2=O)cc1S(=O)(=O)Nc1ccc(Br)cc1	-6	-2.6	x	20	-11	2	0.8	x	6	-0.8
CN(Cc1ccccc1)C(=O)Cn1c(=O)oc2cc(S(=O)(=O)NCc3ccccc3)ccc21	-1	0.3	25	3	5	4	-0.2	1	-17	-0.8
c1ccc(-n2cccc2CNC2CCCCC2)cc1	-8	0.1	17	x	5	x	x	-3	11	x
Cc1ccc(S(=O)(=O)N2CCCCC2CCNC(=O)C(=O)NCc2ccncc2)cc1 (centres undefined)	-10	-0.2	x	3	-3	4	i	x	-5	x
COC(=O)C1(C)CC1(c1ccccc1)c1ccccc1 (centres undefined)	7	-0.6	24	5	-2	1	i	6	-10	-2.5
CCOC(=O)c1c(CC(C)C)csc1NC(=O)COC(=O)c1cnc(C)cn1	x	x	x	-3	-36	-1	-0.5	x	x	-0.7
O=C(c1ccccc1)c1cc(Cl)ccc1N1C(=O)C=CC1=O	x	x	38	-3	-4	5	-0.1	2	4	-0.6
CC(C)C(=O)Nc1cccc(NC(=S)NC(=O)c2ccc([N+](=O)[O-])cc2)c1	-4	-0.2	17	5	6	-1	1.7	-2	-8	-0.9
Cc1cccn2c(=O)c3cc(C(=O)NCc4ccco4)c(=N)n(C4CCCCC4)c3nc12	3	-2.3	2	1	7	85*	i	-5	7	-0.3

# (cont.)
SMILES	Rv3671c inh	Mtb UGM inh	VHR inh abs	GDH-TPI inh	MazF activator	FBA Mtb inh	BH1578 lux ind	3CLpro inhibitor	SSB-PriA inh	BioA inh
C/C(=C\C(=O)c1ccccc1)NNc1nc2ccccc2s1	1	-1.3	22	19	7	2	i	2	x	-0.6
CCOc1cc(CNC2CCCC2)c(Cl)cc1OCC(=O)Nc1ccccc1	-7	3.9	22	0	5	0	-0.6	-2	-1	x
NC(=S)Nc1cc2ccccc2c2ccccc12	0	3.9	29	-14	-1	3	i	-4	11	-1.1
CCCS(=O)(=O)NC(=O)C1(C)CCN(C(=O)c2snnc2C)C1 (centres undefined)	x	x	x	2	x	-3	i	x	x	-1.4
CCOc1ccc(-c2nc(S(=O)(=O)c3ccccc3)c(NC)o2)cc1	1	-3.5	18	-5	-2	2	i	4	-3	-1.3
O=S(=O)(c1ccc(-c2csc(-c3cccnc3)n2)cc1)N1CCCC1	-5	0.8	10	4	0	4	-0.2	1	2	4.5
COc1ccc(NC(=O)CSc2ccc3nnc(-c4cccnc4)n3n2)c(OC)c1	3	1.6	-3	6	-1	-3	-0.2	-3	3	x
Cc1cc(C(=O)Nc2ccccc2N2CCOCC2)no1	-1	1.5	x	0	6	-1	i	x	-2	2.4
O=S(=O)(c1ccc(F)c(F)c1)N1CCN(Cc2ccc3c(c2)OCO3)CC1	-4	5.8	-5	5	-8	-1	-0.1	4	-5	-2.3
Cc1ccccc1Cn1cc(NC(=O)c2nc3ncccn3n2)cn1	-6	5.2	15	12	10	-2	-0.2	-1	-14	23
O=C(O)CSc1nnc(-c2ccccc2)c(-c2ccccc2)n1	-1	1.4	4	13	-6	-2	i	3	12	0.9
CC1(C)NC(=O)N(CC(O)CN(Cc2ccccc2)Cc2ccccc2)C1=O (centres undefined)	-4	-0.6	9	-3	7	-1	-0.3	-3	-9	-2.6
